Source: PubChem BioAssay (Dana-Farber Cancer Institute and Novartis Institutes for BioMedical Research (Cambridge, Mass))
UCHL1 inh: inhibitors of human UCHL1 deubiquitinase; purified UCHL1, Ub-rhodamine cleavage fluorescence; inhibition, % at 20 µM; hit rate 0.2% among 47,000; AID 1645859, 2021
USP30 inh: inhibitors of human USP30 deubiquitinase; purified USP30, Ub-rhodamine cleavage fluorescence; hit rate 5.3% among 47,000; inhibition, % at 25 µM; Ubiquitin carboxyl-terminal hydrolase 30 (Homo sapiens), Q70CQ3
USP17 block: inhibitors of human USP17 deubiquitinase. purified USP17, Ub-rhodamine cleavage fluorescence, 3 h. inhibition, % at 50 µM. hit rate 6.5% among 47,000. AID 1645855, 2021
Target sequence (A8MUK1 whole entry, looked up): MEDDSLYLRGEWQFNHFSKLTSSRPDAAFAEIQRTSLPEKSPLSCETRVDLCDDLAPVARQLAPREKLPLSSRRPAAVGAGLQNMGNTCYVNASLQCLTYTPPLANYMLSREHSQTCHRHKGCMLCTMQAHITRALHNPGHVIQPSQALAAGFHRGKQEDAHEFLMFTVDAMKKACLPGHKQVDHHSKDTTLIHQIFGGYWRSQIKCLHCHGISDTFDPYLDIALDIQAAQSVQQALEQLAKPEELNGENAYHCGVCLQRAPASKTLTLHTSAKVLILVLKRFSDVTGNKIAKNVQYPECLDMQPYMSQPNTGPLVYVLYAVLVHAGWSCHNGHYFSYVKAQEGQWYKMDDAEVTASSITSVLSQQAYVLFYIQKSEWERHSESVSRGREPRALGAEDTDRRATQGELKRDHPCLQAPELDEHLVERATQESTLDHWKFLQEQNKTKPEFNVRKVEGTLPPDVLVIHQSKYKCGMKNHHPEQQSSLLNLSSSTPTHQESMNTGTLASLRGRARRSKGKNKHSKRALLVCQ
USP7 block: inhibitors of human USP7 deubiquitinase. hit rate 0.3% among 47,000. purified USP7, Ub-rhodamine cleavage fluorescence. inhibition, % at 20 µM. AID 1645854, 2021
OTUD3 inh: inhibitors of human OTUD3 deubiquitinase | purified OTUD3, Ub-rhodamine fluorescence, 2 h | hit rate 0.7% among 47,000 | OTU domain-containing protein 3 (Homo sapiens), Q5T2D3 | inhibition, % at 25 µM | AID 1645858, 2021
Target sequence (Q5T2D3 whole entry, looked up, the tested form may be a part): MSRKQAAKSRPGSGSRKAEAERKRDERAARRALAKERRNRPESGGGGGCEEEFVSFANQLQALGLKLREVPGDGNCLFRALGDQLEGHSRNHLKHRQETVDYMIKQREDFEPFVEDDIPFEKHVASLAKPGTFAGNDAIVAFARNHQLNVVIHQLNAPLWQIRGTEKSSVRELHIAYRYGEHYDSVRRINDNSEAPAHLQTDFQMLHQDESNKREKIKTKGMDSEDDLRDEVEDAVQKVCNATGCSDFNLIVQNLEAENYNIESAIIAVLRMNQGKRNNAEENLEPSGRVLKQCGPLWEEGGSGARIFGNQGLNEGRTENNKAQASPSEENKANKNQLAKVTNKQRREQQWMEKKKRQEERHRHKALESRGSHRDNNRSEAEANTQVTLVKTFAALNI
USP10 inh: inhibitors of human USP10 deubiquitinase; purified USP10, Ub-rhodamine fluorescence, 60 min; hit rate 1.1% among 47,000; inhibition, % at 20 µM
USP8 block: inhibitors of human USP8 deubiquitinase; Ubiquitin carboxyl-terminal hydrolase 8 (Homo sapiens), P40818; purified USP8, Ub-rhodamine cleavage fluorescence, 30 min; inhibition, % at 20 µM; hit rate 4.2% among 47,000; AID 1645853, 2021
USP28 inh: inhibitors of human USP28 deubiquitinase; inhibition, % at 25 µM; AID 1645857, 2021; purified USP28, Ub-rhodamine cleavage fluorescence, 30 min; Ubiquitin carboxyl-terminal hydrolase 28 (Homo sapiens), Q96RU2; hit rate 3% among 47,000
Starred values were filed as active, the others as inactive. Cut-off read from the data, not from the text of the source: active = inhibition above about 30%; inactive = the rest.

USP7 block	USP17 block	UCHL1 inh	USP28 inh	OTUD3 inh	USP10 inh	USP8 block	USP30 inh	molecule
-15	51*	3	18	33*	5	8	13	CC(C)OCCCN1C(=O)C2C(C(=O)Nc3ccc(Oc4ccccc4)cc3)C3C=CC2(O3)C1C(=O)NC1CCCCC1 (stereo not drawn)
1	31*	3	-4	-19	2	-29	23	NS(=O)(=O)c1ccc(CCNc2ccn3nc(-c4ccccc4)cc3n2)cc1
2	1	0	1	2	1	2	-2	CCc1csc2nc(C)c(NC(=O)Cc3ccc(C)cc3)c(=O)n12
-10	-20	0	-3	-4	1	-11	10	CCN(CC)CCNc1nnc(-c2nnc(C3CC3)o2)c2ccccc12
0	-15	-1	-5	10	0	-38	-15	Cc1noc(C)c1S(=O)(=O)Nc1ccc(C2CCc3nncn3C2)cc1 (stereo not drawn)
-51	-85	2	8	7	17	-117	6	Cn1cccc1Cc1nnc(SCC(=O)Nc2cccc([N+](=O)[O-])c2)n1CCc1ccccc1
-9	0	5	27	-2	5	3	17	CCc1ccc(NS(=O)(=O)c2cc3c4c(c2)CCC(=O)N4CCC3)cc1
-115	71*	41*	51*	33*	17	54*	18	CC(C)CC1NC(=O)C2CCCN2C1=O (stereo not drawn)
4	14	2	19	15	-2	22	23	O[C@H]1[C@H](O)[C@H](Oc2cccc(F)c2)CC[C@H]1NCc1ccncc1
0	-13	0	7	-3	-4	-9	-22	O=C(NC1CCN(Cc2c[nH]c3ccccc23)CC1)C1CCCCC1
-8	14	1	-9	-5	0	-5	-9	Cc1nc(-c2ccccc2)sc1C(=O)Nc1ccc2cc[nH]c2c1
8	-1	0	2	8	3	-93	14	O=C(NCCCc1ccccc1)c1cc(OCc2ccccc2)nc2ccccc12
-16	6	2	37*	-6	5	9	3	CC(Nc1ccccc1Oc1ccccc1)C(=O)N1CC(=O)Nc2ccccc21 (stereo not drawn)
-1	1	0	-4	-1	-3	14	-13	COc1ccc(NC(=O)C2CC(=O)N(CCc3ccccc3)C2)cc1S(=O)(=O)N1CCOCC1 (stereo not drawn)
-1	-46	-3	-49	-42	-3	-5	-151	c1ccc2c(c1)nc(NC1CC1)c1nncn12
2	9	1	10	12	0	6	22	Cc1noc(-c2ccnc(-n3ncc(C(=O)N4CCCC(C)C4)c3C)c2)n1 (stereo not drawn)
-11	15	3	27	17	3	36*	-11	O=C(Oc1coc(CSc2ncccn2)cc1=O)c1ccccc1Br
-1	-14	-1	-4	1	3	-33	8	COc1cccc(CN2C[C@@]34CN(C(=O)c5ccncc5)C[C@@H](C[C@@H]3S2(=O)=O)O4)c1
-1	-5	-2	-1	-4	0	-21	-15	O=C(CC1CC1)N1CC[C@@H]2NS(=O)(=O)c3ccccc3O[C@H]2CC1
1	-2	1	2	-2	-2	-1	9	COc1ccc2[nH]c(C(=O)NCc3cccnc3)c(C)c2c1
-19	-1	-2	14	0	-5	-239	-13	O=C1CO[C@H]2CN(c3ncccn3)C[C@H]2N1CC1CC1
3	4	1	0	-5	-4	-28	0	COc1cc(C(Nc2ccc(S(=O)(=O)N3CCCC(C)C3)cc2)C(=O)NCC2CCCO2)cc(OC)c1OC (stereo not drawn)
1	-10	3	6	0	1	5	-1	CCCCN1CC(C(=O)Nc2ccc(C(=O)Nc3ccc(Br)cc3F)cc2)CC1=O (stereo not drawn)
1	46*	2	20	12	0	78*	8	CNC(=O)c1cc2nc(N(C)C)n(-c3ccc(OC)cc3)c2s1
-8	-7	0	-13	-14	-2	17	-43	O=C(CSC1=NC2(CCCCC2)Nc2ccccc21)Nc1ccc(F)cc1
-26	78*	5	41*	-10	-4	89*	-27	N#Cc1ccc(NC(=O)Nc2cccn(Cc3c(F)cccc3Cl)c2=O)cc1
0	-8	-5	-12	-3	-1	-6	-23	CCc1noc(C)c1C(=O)N1CCC2(CC(N(C)c3ccncn3)C2)C1 (stereo not drawn)
-5	-40	0	-14	-11	-3	-134	-9	O=C(NC1CCCN(c2cc(-c3ccncc3)[nH]n2)C1)c1ccc(F)cc1 (stereo not drawn)
0	16	-1	4	6	2	0	20	CCCn1c(C(=O)NCC(=O)c2ccccc2)cc2c(=O)n(C)c(=O)n(C)c21
-30	-3	2	-4	-3	-3	2	10	Cc1cc(OCC(=O)NCCc2nc3ccccc3[nH]2)ccc1Cl
2	-13	-2	-1	-8	-7	-17	-20	CC(=O)c1ccc(NC(=O)CCNS(=O)(=O)c2ccc3c(c2)CCC(=O)N3)cc1
-2	27	-2	16	-2	-7	-5	17	Cc1ccc(-n2nc(C(=O)Nc3cccnc3)c3ncn(C)c(=O)c32)cc1
0	0	-1	-7	-8	0	-5	0	Cc1ccccc1C1C2=C(CCCC2=O)Nc2nc3ccccc3n21 (stereo not drawn)
3	-8	3	-4	1	-1	9	-10	COc1cc2[nH]c3c(=O)n(CCN4CCCC4)cnc3c2cc1OC
-2	-14	1	-2	-6	1	-7	13	CCOC(=O)C(C)Sc1nnc(CNC(=O)C23CC4CC(CC(C4)C2)C3)n1C1CCCCC1 (stereo not drawn)
6	10	3	8	7	2	17	20	Cc1cc(=O)oc2c(C)c(OCC(=O)NC3CC(C)(C)NC(C)(C)C3)ccc12
-1	-4	3	-3	-6	-3	-45	0	Cc1cccc(NC(=O)c2cc(-c3cnc(N4CCOCC4)nc3)cn2C)c1
3	4	0	0	3	-3	13	2	NC(=O)CSc1nnc2ccc(-c3ccc4c(c3)OCO4)nn12
7	14	2	4	4	11	41*	52*	Cc1ccccc1C(=O)c1ccc(C(=O)NC2CCCCCC2)[nH]1
-6	18	-1	-17	-9	-3	57*	-28	O=C(Nc1cc(F)c2nc(N3CCOCC3)ccc2c1)C1CCCC1
-1	1	2	1	6	6	10	10	CCCCc1cc(=O)oc2c(C)c(OS(=O)(=O)c3ccccc3)ccc12
-66	11	5	26	10	7	21	23	c1ccc(CCNc2nc(-c3ccccc3)no2)cc1
4	0	0	0	3	0	-27	2	COc1ccc(OC)c(CCNC(=O)C2CCN(c3nc4ccccc4[nH]3)CC2)c1
-7	-4	7	-21	-5	0	5	-28	COc1cc(C2c3[nH]c4ccccc4c3C[C@@H]3C(=O)N(C4CCCCC4)CC(=O)N23)cc(OC)c1OC (stereo partly drawn)
-2	-21	-2	-14	-9	-3	-33	-35	O=C(NCc1ccccc1)c1cccnc1N1CCNC(c2ccccc2)C1 (stereo not drawn)
-2	-25	-3	-15	-2	-2	-109	-18	Cc1ccc(-c2c3c(=O)n(C)c(=O)n(C)c3cn2CC2CCCO2)cc1 (stereo not drawn)
-14	-40	-12	-40	-30	-6	-51	-193	Cc1cc(CNC(=O)c2nnn(-c3cccc4c3CCN(C3CCOCC3)C4)c2C)on1
-22	-14	0	-28	-67	-5	75*	-208	CCCN1C(=O)Cc2c(C)nc(-c3cccc(F)c3)nc21
1	-5	0	0	4	0	-31	6	COc1cccc(CC(=O)N2C[C@H]3C[C@H]4[C@](C2)(CN(CCC(C)C)S4(=O)=O)O3)c1
-6	7	-5	-9	-5	2	21	-14	CCOC(=O)c1ccc(NC(=O)CC2N=C(N3CCN(c4ccccc4)CC3)NC2=O)cc1 (stereo not drawn)
2	10	1	4	6	1	18	11	O=C(NCc1nc(-c2cccnc2)n[nH]1)c1ccco1
-9	-67	-12	2	-7	-7	17	-25	COc1c(Cl)cc(Cl)c(OC)c1C(=O)NCCCN(C)C
4	13	1	12	15	1	-154	31*	c1ccc2oc(-c3cn[nH]c3)nc2c1
15	12	4	6	6	23	18	-13	CCOc1ccc2nc(NC(=O)c3ccc4ccccc4n3)sc2c1
0	-6	0	-7	6	0	-9	3	Cc1ccccc1CN1CC2(CCN(S(=O)(=O)c3ccccc3)C2)C1
1	-8	0	-6	-10	-1	-71	-129	COc1cccc(C(=O)CC(=O)C(=O)Nc2cc(OC)ccc2OC)c1
3	4	-3	-13	0	39*	-11	9	Cc1cccc(C)c1NC(=O)CN1C(=O)CC(c2ccccc2)=Nc2ccccc21
3	2	-3	-1	-5	4	7	3	Cc1ocnc1C(=O)N[C@@H]1C[C@@H](Oc2ccccc2)[C@H](O)[C@H]1N(C)C
-38	-9	-5	-1	-5	-1	-136	-57	CN(C(=O)Cc1ccc(F)cc1)c1nc2c(s1)CCc1occc1-2
-6	-8	0	-7	-4	2	-8	-7	CNc1nc2c(c(=O)n1C)CCN(C(=O)Nc1ccc3ccccc3c1)C2

Reformatted with each value named: four of the compounds above.
molecule: COc1cccc(CC(=O)N2C[C@H]3C[C@H]4[C@](C2)(CN(CCC(C)C)S4(=O)=O)O3)c1
  USP7 block: 1
  USP17 block: -5
  UCHL1 inh: 0
  USP28 inh: 0
  OTUD3 inh: 4
  USP10 inh: 0
  USP8 block: -31
  USP30 inh: 6

molecule: CCOC(=O)c1ccc(NC(=O)CC2N=C(N3CCN(c4ccccc4)CC3)NC2=O)cc1 (stereo not drawn)
  USP7 block: -6
  USP17 block: 7
  UCHL1 inh: -5
  USP28 inh: -9
  OTUD3 inh: -5
  USP10 inh: 2
  USP8 block: 21
  USP30 inh: -14

molecule: O=C(NCc1nc(-c2cccnc2)n[nH]1)c1ccco1
  USP7 block: 2
  USP17 block: 10
  UCHL1 inh: 1
  USP28 inh: 4
  OTUD3 inh: 6
  USP10 inh: 1
  USP8 block: 18
  USP30 inh: 11

molecule: COc1c(Cl)cc(Cl)c(OC)c1C(=O)NCCCN(C)C
  USP7 block: -9
  USP17 block: -67
  UCHL1 inh: -12
  USP28 inh: 2
  OTUD3 inh: -7
  USP10 inh: -7
  USP8 block: 17
  USP30 inh: -25

Continued:
USP7 block	USP17 block	UCHL1 inh	USP28 inh	OTUD3 inh	USP10 inh	USP8 block	USP30 inh	molecule
5	34*	1	42*	29	5	29	-4	CCOc1ccc(CCNC(=O)c2ccc3c(SCC(=O)O)c4c(nc3c2)CCC4)cc1OCC
-32	22	-19	-2	-18	-14	-180	-71	CN[C@H]1C[C@@H]2O[C@](C)([C@H]1O)n1c3ccccc3c3c4c(c5c6ccccc6n2c5c31)C(=O)NC4
0	7	-2	-8	0	0	2	3	Nc1ccc(=O)n(Cc2ccc(F)cc2)n1
4	3	0	11	7	1	8	15	CNC(=O)C1CN(C(C)=O)CCN(C(=O)c2cc(C(C)(C)C)[nH]n2)C1 (stereo not drawn)
0	0	-2	-6	-3	0	2	2	Cc1noc(C)c1Cc1ccc(C(=O)NCc2ccc3c(c2)OCO3)o1
1	16	0	13	13	1	12	23	Cc1c(-c2noc(-c3cccnc3)n2)nnn1-c1ccc(F)cc1
9	2	3	4	18	3	12	26	CCOc1c(Br)cnn(-c2ccc(F)cc2)c1=O
1	-12	-1	5	0	0	-11	4	CC1CSc2ccc(S(=O)(=O)Nc3ccc(CN4CCCCC4)cc3)cc2NC1=O (stereo not drawn)
-16	-27	-2	-24	-96	-9	-23	-107	O=C(CN1C(=O)C2CCCN2c2ncc(Cl)cc21)NCc1ccc(F)cc1 (stereo not drawn)
0	-12	-1	-2	-8	1	-24	-13	O=C(NCc1ccccc1)C1Cn2ccnc2C2(CCN(C(=O)c3ccccc3)CC2)O1 (stereo not drawn)
